Bioassay records deposited in PubChem by National Center for Advancing Translational Sciences (NCATS).
KDM5B inhibitor: KDM5B demethylase inhibition | Q9UGL1 | 220,000 compounds, 2.6% hits | KDM5B demethylase, FDH-coupled NADH fluorescence (FDH is formaldehyde dehydrogenase) | Potency, µM (doses to about 57.7 µM), inactives show top-dose activity change, negative = inhibition, hits mostly inhibitors; active means well fitted inhibition curve with a large enough effect; inconclusive means small, poorly fitted or top-dose-only effect; inactive means no such curve, though single readings can be large or run the other way; further: 0% is about no effect; nearly all actives have a fitted effect of over 70% in size
Target sequence (Q9UGL1 whole entry, looked up): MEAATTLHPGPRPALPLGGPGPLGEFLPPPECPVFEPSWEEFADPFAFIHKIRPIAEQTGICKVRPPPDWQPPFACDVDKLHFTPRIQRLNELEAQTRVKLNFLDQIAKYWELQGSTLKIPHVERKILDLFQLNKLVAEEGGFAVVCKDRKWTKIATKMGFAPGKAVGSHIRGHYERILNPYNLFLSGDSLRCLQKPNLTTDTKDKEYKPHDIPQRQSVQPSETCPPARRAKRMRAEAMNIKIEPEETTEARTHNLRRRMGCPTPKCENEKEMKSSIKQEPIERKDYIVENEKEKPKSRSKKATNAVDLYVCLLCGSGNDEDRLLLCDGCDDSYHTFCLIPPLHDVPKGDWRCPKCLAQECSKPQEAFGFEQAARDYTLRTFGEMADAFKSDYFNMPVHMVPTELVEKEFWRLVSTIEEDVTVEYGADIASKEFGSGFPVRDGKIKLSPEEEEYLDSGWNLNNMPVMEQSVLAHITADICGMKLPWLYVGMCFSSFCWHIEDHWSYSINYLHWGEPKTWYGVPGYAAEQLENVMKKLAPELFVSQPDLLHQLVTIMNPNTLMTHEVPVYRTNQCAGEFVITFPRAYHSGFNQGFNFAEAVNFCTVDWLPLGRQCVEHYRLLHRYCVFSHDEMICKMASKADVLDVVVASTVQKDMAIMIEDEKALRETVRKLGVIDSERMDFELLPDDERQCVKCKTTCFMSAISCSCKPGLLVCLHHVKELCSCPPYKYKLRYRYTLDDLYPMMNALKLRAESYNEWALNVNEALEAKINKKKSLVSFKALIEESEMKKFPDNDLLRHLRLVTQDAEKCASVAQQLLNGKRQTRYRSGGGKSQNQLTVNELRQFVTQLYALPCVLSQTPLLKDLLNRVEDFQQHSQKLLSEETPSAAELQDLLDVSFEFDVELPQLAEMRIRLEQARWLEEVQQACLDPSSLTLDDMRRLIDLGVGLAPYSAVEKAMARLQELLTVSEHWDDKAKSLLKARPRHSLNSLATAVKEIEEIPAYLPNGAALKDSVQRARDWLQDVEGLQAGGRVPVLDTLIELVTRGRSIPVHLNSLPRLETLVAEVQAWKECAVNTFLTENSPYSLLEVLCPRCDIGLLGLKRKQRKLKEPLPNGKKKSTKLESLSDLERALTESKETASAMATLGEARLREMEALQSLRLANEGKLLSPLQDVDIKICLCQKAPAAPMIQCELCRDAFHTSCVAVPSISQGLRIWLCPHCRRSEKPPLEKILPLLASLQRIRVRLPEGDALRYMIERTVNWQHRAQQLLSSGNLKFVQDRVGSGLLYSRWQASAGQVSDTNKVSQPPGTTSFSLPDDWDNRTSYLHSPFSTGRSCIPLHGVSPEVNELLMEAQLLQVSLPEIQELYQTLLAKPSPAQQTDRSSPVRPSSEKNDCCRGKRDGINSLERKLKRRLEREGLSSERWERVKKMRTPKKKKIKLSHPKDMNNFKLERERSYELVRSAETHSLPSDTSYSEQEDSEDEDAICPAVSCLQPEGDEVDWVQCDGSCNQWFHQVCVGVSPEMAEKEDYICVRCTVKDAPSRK
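Coupled FDH/NAD⁺ fluorescence readout. KDM5BΔAP 200 nM final; compound titration, 10 min RT preincubation; substrate mix 12.5 µM H3K4me3, 25 µM 2-OG, 50 µM Fe(II), 100 µM ascorbate, 0.25 mM NAD⁺, 0.25 U/mL FDH; ΔRFU over 30 min.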
An asterisk follows results filed as active; i = inactive; ? = inconclusive; & = joins results of further samples; [ ] = dose if it differs, or a comment. Potency means the concentration at half of the fitted maximal effect. These rows are one share of the data (hit frequency here may not be typical).

Structure,KDM5B inhibitor
COc1ccc2cc(C(=O)NCc3ccc(C(=O)N4CCN(C)CC4)cc3)[nH]c2c1,-18%
Nc1ccc(C(O)c2ccccc2)cc1 (centres undefined),2%
NC(=O)[C@@H]1C[C@H](Oc2cccnc2)CN1C(=O)c1cccs1,-16%
COCCN(C)C[C@@H]1CN(C(=O)c2ccc(-c3ccc(C)o3)cc2)C[C@@H]1CO,i
COc1ccc(-c2cc(N3CCCC(NC(=O)c4ccc(OC)c(OC)c4)C3)n[nH]2)cc1 (centres undefined),-36%
CCCSC1=NC2(CCN(C(=O)NC3CCCCC3)CC2)N=C1c1ccc(C)cc1,-3%
CS(=O)(=O)N1CC[C@H]2C(=O)NCCCCCCN(Cc3ccncc3)[C@@H]2C1,-21%
COc1ccc(C2C(C(=O)Nc3ccc(C)cn3)=C(C)NC3=C2C(=O)CCC3)c(OC)c1 (centres undefined),?
O=C1NCCCCCCN(C(=O)c2ccco2)[C@H]2C[C@H](c3nc(Cc4ccccc4)no3)C[C@@H]12,0%
O=C(Nc1nn[nH]n1)c1cccc(S(=O)(=O)N2CCOCC2)c1,-2%
CCc1nc2ccc(C(=O)N3CCN(c4ccccc4F)CC3)cc2nc1CC,?
Cc1cc(C(=O)N2CCC3(CC2)CC(CC(=O)NCc2ccccc2)CCO3)n[nH]1 (centres undefined),18%
NC(N)=N/N=C/C(Br)=C/c1ccccc1,-5%
COc1cc(NC(=O)Nc2ccc(F)cc2F)c(OC)cc1Cl,5%
COCCNC(=O)[C@H]1C[C@H](Oc2cccnc2)CN1S(=O)(=O)c1ccc(F)cc1,6%
O=C1CCC(c2ccccc2)(c2ccccc2)CC1,37%
CCOc1ccccc1C(=O)N1CCc2cc(OC)c(OC)cc2C1COc1ccc2c(C)cc(=O)oc2c1 (centres undefined),-1%
O=C1CC2CCCC(C1)N2C(=O)C1CC1,2%[115 µM]
O=C(NCCc1ccccc1)c1nc(-c2ccc(Cl)cc2)n2c1CCCCC2,-29%
COc1ccc(-c2nc(-c3ccc(S(=O)(=O)N4CCCC4)cc3)cs2)cc1,9%
CCCCOc1ccccc1C(=O)N(Cc1ccc(C)o1)C1CCS(=O)(=O)C1 (centres undefined),-16%
Cc1cccc(-n2ncc3c(NNC(=O)C4CCCCC4)ncnc32)c1,-4%
O=S(=O)(NCCc1csc2nc(-c3ccccc3)nn12)c1cc(Cl)ccc1Cl,5%
CCC(CC)C(=O)N[C@H]1CO[C@H]2[C@@H]1OC[C@H]2O,-27%[115 µM]
O=C(OCc1ncc(-c2ccc(Cl)cc2)o1)c1cccc(F)c1,1%
NC(=O)c1ccccc1OC[C@@H]1CCCN2CCCC[C@H]12,26%
COC(=O)c1c(NC(=O)c2nc(SC)ncc2Cl)sc2c1CCCC2,-4%
COc1ccc(-c2nc(NCCCN3CCCCC3C)c3ccccc3n2)cc1 (centres undefined),?
O=C([C@@H]1C[C@H](Oc2ccccc2)CN1C(=O)c1ccn[nH]1)N1CCOCC1,13%
CCCCSc1nnc2c(n1)OC(c1ccc(Br)s1)N(C(C)=O)c1ccccc1-2 (centres undefined),?
Cc1ccc(-c2cccc(COc3cnc4c(ccn4CC(=O)O)c3)c2)cc1,35µM*
COc1ccccc1CCC(=O)N1CC[C@@H]2[C@@H](CCC(=O)N2CCN)C1,0%
Cc1ccc(/C=C/C(=O)Nc2ccc(S(=O)(=O)Nc3cc(C)nc(C)n3)cc2)cc1,?
CC1(CCCCN2CCOCC2)COc2ccc(C(=O)Nc3ccc(Cl)cc3)cc2N1 (centres undefined),25µM*
COc1ccc(C)cc1NCc1nnc2n1CCCCC2,-5%
CC(C)(C)C(=O)N1CC[C@@H](CC(=O)O)[C@@H](CCN2CCN(c3ccccc3)CC2)C1,11%[86.2 µM]
COc1cc(OC)c(OC)cc1/C=C(/C#N)c1nc2ccccc2[nH]1,?
COc1ccc(-c2nsc3c2NC(=O)CC3c2ccc(OC)cc2)cc1 (centres undefined),-4%
CCN1C(=O)CC(C(=O)Nc2ccc(OC)cc2)SC1=Nc1ccc(C)c(C)c1 (centres undefined),7%[11.5 µM]
Cc1ccc(C)c(OCC(=O)Nc2ccc(-c3nc4ccccc4o3)cc2)c1,-5%

Structures above containing a furan ring, fused or not:
Structure,KDM5B inhibitor
COCCN(C)C[C@@H]1CN(C(=O)c2ccc(-c3ccc(C)o3)cc2)C[C@@H]1CO,i
O=C1NCCCCCCN(C(=O)c2ccco2)[C@H]2C[C@H](c3nc(Cc4ccccc4)no3)C[C@@H]12,0%
CCCCOc1ccccc1C(=O)N(Cc1ccc(C)o1)C1CCS(=O)(=O)C1 (centres undefined),-16%

The listing picks up with the three entries that preceded the break.
Structure,KDM5B inhibitor
COc1ccc(-c2nsc3c2NC(=O)CC3c2ccc(OC)cc2)cc1 (centres undefined),-4%
CCN1C(=O)CC(C(=O)Nc2ccc(OC)cc2)SC1=Nc1ccc(C)c(C)c1 (centres undefined),7%[11.5 µM]
Cc1ccc(C)c(OCC(=O)Nc2ccc(-c3nc4ccccc4o3)cc2)c1,-5%
Cc1cc(C)n(CCC(=O)N2CCCCCC2c2nnc(-c3ccccc3)o2)n1 (centres undefined),4%
Cc1c(C(=O)OCC(=O)NCC2CCCO2)oc2ccccc12 (centres undefined),-7%
CCn1c(SCC(=O)NC2CC2)nnc1-c1ccncc1,3%
O=c1oc2c(CN3CCCC3)c(O)ccc2cc1-c1ccccc1,i
Cc1noc([C@H]2CCN(Cc3ccc(F)c(F)c3)C[C@H]2NC(=O)C2CC2)n1,23%
COCc1cc(C)nc2sc3c(c12)NC(c1ccc(NC(C)=O)cc1)N(c1ccc(C)cc1)C3=O (centres undefined),-9%
CNC(=O)N1CCC(C2CCN(C(=O)c3ccncc3)CC2)C1 (centres undefined),0%
Cc1ncsc1CCC(=O)N1CC(=O)N(C2CCCCC2)CC(OCc2ccccc2)C1 (centres undefined),-13%
COCCCNc1ccc2nnc(-c3ccc(F)cn3)n2n1,?
COc1cccc(Nc2ncc3c(n2)C(C)(C(=O)Nc2nc(C)cs2)CC3)c1 (centres undefined),35µM*
Cc1cc(OCC(=O)Nc2sc3c(c2C(=O)N2CCOCC2)CCCC3)ccc1Cl,3%
O=c1c(S(=O)(=O)c2ccccc2)c[nH]c2cc(F)c(F)cc12,4%
Cc1noc(C)c1CC(=O)N1CCC(Cc2noc(C3CC3)n2)C1 (centres undefined),-12%
CCC(=O)N(C1CCOCC1)C1CCN(S(=O)(=O)c2ccc(F)c(F)c2)CC1,9%
CC1(C)CC(NC(=O)Nc2ccc(OC(F)F)c(Cl)c2)CC(C)(C)N1,11%
Cc1cc(F)ccc1S(=O)(=O)Nc1ccc2c(c1)CCCN2C(=O)c1cccs1,-7%
CC(C)(C)NC(=O)NC(=O)CSc1nc(C2CC2)nc2ccccc12,15%
CN1CC(=O)N(C2CCCNCC2)Cc2c(NCC3CC3)ncnc21 (centres undefined),?
CC(C)CN1CC(C(=O)Nc2nc3c(s2)CCCCC3)CC1=O (centres undefined),7%
CCN1CCSc2ccc(C(=O)NC(C)c3ccccc3)cc21 (centres undefined),?
CCC(NC(=O)c1coc(COc2ccc(F)cc2)n1)c1ccncc1 (centres undefined),-15%
CCOc1ccccc1CNCCCSc1nnnn1C,5%
Cc1nc2sccn2c(=O)c1S(=O)(=O)Nc1ccc(N2CCN(C(=O)C(C)C)CC2)cc1,-4%&-14%
O=C(NCc1ccccc1-n1cncn1)C1CC(=O)N(Cc2ccccn2)C1 (centres undefined),32%
C=C(C)COc1ccc(-c2ncncc2-c2ccc(OC)cc2)c(O)c1,4%
COC(=O)c1ccc2nc(C[C@@H]3C[C@@H](C(C)C)[C@H](CNC4CCN(C)CC4)C=C3C)[nH]c2c1,?
CC(C)c1ccc(NC(=O)C2Cc3ccccc3N2C(=O)c2ccccc2)cc1 (centres undefined),-12%
CCCCN(CC)CCCNC(=O)c1c(C)oc2ncnc(N3CCOCC3)c12,-10%
CCOC(=O)N1CCN(C(=O)C2CCN(C(=O)c3ccc(C(C)(C)C)cc3)CC2)CC1,-13%
CCOC(=O)c1noc2ncn(CC(=O)Nc3ccc(OC)c(Cl)c3)c(=O)c12,-17%
COc1cccc([S+](=O)([O-])N2CCC3(C2)OC(=O)Nc2ccccc23)c1 (centres undefined),8%
Cc1cnc(CCNC(=O)c2cn(C)cn2)n1CC1CC1,-48%
COc1ccc(NC(=O)c2cc(F)c(F)cc2Cl)cc1Cl,8%
CC1(COc2ccccc2)COc2ccc(C(=O)NCc3ccccc3)cc2N1 (centres undefined),?
O=C(NCCCn1ccnc1)c1nc(-c2ccccc2)cc2[nH]ccc12,i
O=C(NCCN1CCOCC1)C1CC(=O)N(c2n[nH]c3ccccc23)C1 (centres undefined),7%
Cc1cc(/C=C2\C(=N)N3N=C(C(C)C)SC3=NC2=O)c(C)n1Cc1ccccc1,-13%
O=C(CC(c1cccs1)N1Cc2ccccc2C1=O)Nc1cccc(F)c1 (centres undefined),-20%
O=C([C@@H]1C[C@H](F)CN1S(=O)(=O)c1cc(F)ccc1F)N1CCCCC1,19%
CCn1cc(S(=O)(=O)N2C[C@@H](Oc3ccccc3)C[C@H]2C(=O)N2CCCC2)cn1,27%
CCNC(=O)NC(=O)C(C)OC(=O)c1cc(-c2ccco2)nc2ccccc12 (centres undefined),?
Cc1ccc(CNC(=O)c2cc(-c3ccc(C)cc3)nc3n[nH]c(-c4ccc(F)cc4)c23)cc1,2%
CC(C)NC(=O)N(C1CC1)C1CCOC2(CCN(C(=O)c3cc4ccccc4[nH]3)CC2)C1 (centres undefined),-16%
O=C(Cc1ccc(F)cc1)NCc1nnc2cc(-c3nc(C4CC4)no3)ccn12,28µM*
CCn1nccc1C(=O)NCc1cc(C)cc2c(C)c(-c3ccccc3)[nH]c12,13µM*
CCC(C)NC(=O)N1CC(c2nc(CCOCC3CC3)no2)C1 (centres undefined),20%
CCCCCC1CCC(c2ccc(C(=O)CCN(C)C)cc2)CC1 (centres undefined),-10%
COc1ccc(/C=N/NC(=O)c2cccc(Br)c2)cc1COc1ccccn1,3%
Cc1ccc(C(=O)Nc2ccc3oc(=O)ccc3c2)cc1,?
Cc1cc(-c2c(C(=O)N3CCOCC3)c(C)nn2-c2cccc(C(F)(F)F)c2)no1,13%
O=C(CCCOC(=O)c1c(F)cccc1Cl)c1ccc(Br)cc1,-9%
COc1ccc(C(=O)/C=C/c2cccc(O)c2)cc1,1%
C[C@H]1[C@@H]2[C@@H](O)C([C@H](C)C(=O)NCc3ccc(F)cc3)CC[C@@]2(C)CC[C@@H]1NC(=O)c1cnccn1 (some centres undefined),-14%
CC(C)CCNC(=O)c1cccc(C#N)c1,-2%
COc1ccccc1NC(=O)N1CC[C@H](c2nnc(-c3ccc(C)cc3)o2)C1,-10%[86.2 µM]
CN(C)C(=O)c1ccc(NC(=O)CC#N)cc1,1%
CO[C@H]1C(=O)N(C2CCN(S(=O)(=O)c3ccc4c(c3)CCC4)CC2)[C@H]1c1ccncc1,-8%
CCOC(=O)c1c(COc2ccc(C)nc2[N+](=O)[O-])nc2ccccc2c1C,14%
O=C(COc1ccc(F)cc1)N1CCC(CCOc2ccccc2F)C1 (centres undefined),22%
O=C(NCC1CCN(c2cc(-c3ccc(F)cc3)[nH]n2)CC1)c1n[nH]c2c1CCCC2,-27%

Later entries:
Structure,KDM5B inhibitor
Cc1ccc(C(=O)C(C)OC(=O)c2ccc(Cl)c(N)c2)cc1 (centres undefined),17%
CCCNC(=O)c1ccc2c(c1)S(=O)(=O)N=CN2CCC,-10%
CSc1cccc(CN(C)C(=O)c2ccc(CCC(C)(C)O)cc2)c1,-8%
Cc1ccc(OC(=O)c2cc(-c3ccccc3)nc3ccc(C)cc23)cc1,1%
Cc1nn(-c2ccc(F)cc2)c(-n2cccc2)c1C(=O)N1CCc2ccccc2C1,6%
CCC1CCCCN1C(=O)CSc1nc2ccccc2n1CCC#N (centres undefined),-1%
O=C(N[C@@H]1C[C@H](Cn2cc(CN3CCS(=O)(=O)CC3)nn2)[C@@H](O)[C@H]1O)C1CCCC1,?
COc1cc(CN(C(=O)C2CCC2)[C@H]2CCCCNC2=O)ccc1OCCc1scnc1C,33%[activator]
Cc1[nH]c2ccccc2c1C(=O)CSc1ccc2c(c1)OCCCO2,16%
COc1ccccc1CN1CCC2(CC1)OC(=O)N(Cc1csc(C)n1)C2(C)c1ccccc1 (centres undefined),-16%
Cc1cc(Cl)ccc1S(=O)(=O)N1CCC(n2cnnc2C)CC1,25%
COC[C@@H]1CNC[C@H]1c1ccccn1,-2%
COc1ccccc1CNC(=O)c1cc2c(s1)-c1ccccc1OC2,?
Cc1ccc(N(O)C(=O)NCCCCNC(=O)N(O)c2ccc(C)cc2)cc1,?
O=c1[nH]c(N2CCc3ccccc3C2)nc2c1CCN(Cc1ccncc1)CC2,-14%
CS(=O)(=O)N1CCN(C(C(=O)O)c2c[nH]c3cc(F)ccc23)CC1 (centres undefined),6%
Cc1ccccc1CC(=O)N1CCC2(CCC(=O)N(Cc3ccccc3)C2)CC1,30%
